Bioassay records as filed in PubChem.
ER stress rescue: rescue of cells from ER stress-induced death, primary screen, 384-well, CSM14.1, thapsigargin, ATP luminescence (AID 1222). CSM14.1 thapsigargin-induced death rescue, ATP luminescence; higher % means a stronger effect. 190,000 tested, under 10 active. cellular ATP content (survival), % at 20 µM; hits with a dose series show EC50 in µM;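 active = EC50 below 50 µM in the dose-response confirmation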;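 also: death triggered by thapsigargin at about 15 µM added after 2 h compound pretreatment; cell ATP read after overnight thapsigargin exposure of roughly 18 to 22 hours; normalized against plate controls of thapsigargin alone and 5% DMSO vehicle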
Ins promoter up: MIN6 insulin promoter up-regulation; MIN6 insulin promoter-GFP reporter, high-content imaging; active compounds read high; z-score at 5 µM; 190,000 compounds, 0.3% hits;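 active = z-score above 3 at 5 µM with at least 500 cells counted in the well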
Hep lipid drop: hepatic lipid droplet formation modulation. AID 1656. AML12 mouse hepatocytes, oleate lipid droplets, BODIPY imaging. 240,000 compounds, 0.4% hits. inhibition, % at 6.5 µM;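 active = lipid droplet intensity inhibited by at least 50%, with more than 500 cells counted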
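Assay system: AML12 mouse liver cells | Compound dosing: One dose, 6.5 µM compound | Read-out basis: Droplet intensity reduction, % inhibition | Measured by: Fluorescence imaging, 20x objective, two fields per well | Schedule: Overnight treatment with compound plus oleate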
M17LAP inhibition: P. falciparum M17LAP inhibitors, primary screen, biochemical, fluorogenic H-Leu-NHMec substrate, 1536-well (AID 1619). 220,000 compounds, 0.38% hits. recombinant M17LAP, H-Leu-NHMec fluorogenic kinetic assay; higher % means a stronger effect. one-dose inhibition, % at 30 µM; IC50 in µM for titrated hits;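 active = compound inhibiting the enzyme by more than half at any dose during confirmatory dose-response retesting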;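 also: plate controls were full reaction with DMSO carrier for no effect and no enzyme background for full effect; strong numbers were not always called active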
MT stabilizer: stabilizes microtubules in HeLa cells. HeLa tubulin immunostaining HCS, 24 h; share of cells brighter than vehicle mean+2SD. % tubulin-high responders, % at 10 µM. 200,000 compounds, 0.83% hits. AID 2205;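 active = plate Z-score above 3 for both tubulin-high and condensed-nucleus cell shares, with cell loss under 80%, at 10 µM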;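 also: anti alpha tubulin signal scored within the nucleus-defined area of each cell; some results filed as inactive read as strong as hits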
Dynein transport: blocks dynein driven cargo transport along microtubules. 3617.4 mouse cells, GR-EGFP nuclear translocation imaging; test concentration mostly 20 µM; stimulated with dexamethasone, 1 µM; active compounds read low. z-score, hits read low. 220,000 compounds, 0.47% hits;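 active = plate z-score of nuclear minus cytoplasmic receptor signal below a set negative limit, without overly bright fluorescence or cell loss, cut at about -3.5 in these data, passing the limit was not always enough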;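 also: z-score of nuclear minus cytoplasmic ring GR-EGFP intensity difference per well; some compounds called inactive have numbers as strong as hits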
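Medium: Induction medium lacking tetracycline, stripped serum | Probe or stimulus: 1.0 µM final dexamethasone stimulus | Schedule: 48 h induction, then 1 h compound, then 30 min agonist, 37 °C | Signal: Automated 10x imaging of fixed Hoechst-stained cells | Evaluation: Per-cell GR-EGFP intensity, nucleus versus surrounding cytoplasmic ring, well-averaged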
Yfh1-off respiration: enhancers of respiration in Yfh1-depleted yeast, dose response, Friedreich's ataxia, plus single-dose screen (AID 1465). S. cerevisiae Yfh1-off respiration, WST-1 reduction, 72 h; higher fold induction means a stronger effect. one-dose fold induction at 50 µM; EC50 in µM for titrated hits. 220,000 compounds, 0.074% hits;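 active = fold induction of absorbance versus untreated yeast above a set limit, then at least 30% activation at any dose in follow-up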;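 also: activators that raise dye reduction in frataxin-depleted yeast; strong numbers were not always called active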
Autophagy mod: modulators of autophagy. 190,000 compounds, 0.98% hits. MEF GFP-LC3 puncta imaging; test concentration mostly 10 µM. AID 463193. calls only at 10 µM (by protocol);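 active = percentage of spot-positive cells more than 3 SD above its plate mean, without a fluorescence outlier flag or 80% toxicity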;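 also: spot-positive cell cutoff set from DMSO-treated cells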
P. falciparum M1AAP: P. falciparum M1AAP inhibitors, biochemical, fluorogenic H-Leu-NHMec substrate, 1536-well (AID 1445). recombinant M1AAP, H-Leu-NHMec fluorogenic kinetic assay; higher % means a stronger effect. inhibition, % at 30 µM, or IC50 in µM where a hit was titrated. 220,000 compounds, 0.42% hits;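 active = primary inhibition above the hit cutoff, then over 50% inhibition at one or more dose response concentrations, cut at about 23% in these data, passing the limit was not always enough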;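 also: plate controls were DMSO full reaction for no effect and no enzyme background for full effect; strong numbers were not always called active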
Dynein transport cytoplasmic EGFP: also measured in Dynein transport; calls as there; z-score; measured here: cytoplasmic GR-EGFP intensity; active compounds read high
Dynein transport nuclear GR-EGFP: recorded beside Dynein transport, whose call it bears; z-score; measured here: nuclear GR-EGFP intensity;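 lower value marks the stronger effect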
Dynein transport cell count: second read-out of Dynein transport, no call of its own (marks repeat the call); z-score; measured here: cell count per field
Ins promoter up cell count: recorded beside Ins promoter up, whose call it bears; cell count; measured here: cytotoxicity, nuclei count;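 total cells summed across four imaged fields per well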
Hep lipid drop cells 6.5 µM: recorded beside Hep lipid drop, whose call it bears; cell count; measured here: cell count, cytotoxicity flag;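 cells counted across two imaged fields per well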
MT stabilizer Hoechst-high %: also measured in MT stabilizer; calls as there; % Hoechst-high responders; measured here: nuclear condensation Hoechst responders;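 share of cells brighter than vehicle mean plus two SD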
MT stabilizer cytotoxicity %: recorded beside MT stabilizer, whose call it bears; toxicity, %; measured here: cytotoxicity by cell density;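 0% = mean cell density of plate MIN control wells and 100% = no cells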
Autophagy mod cell loss 18 h: also measured in Autophagy mod; calls as there; toxicity, %; measured here: cell loss, nuclei count;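 cell loss after 18 h compound exposure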
* hit, by the source's call; i = inactive; . = no result given.

SMILES	ER stress rescue	Ins promoter up	Ins promoter up cell count	Hep lipid drop	Hep lipid drop cells 6.5 µM	M17LAP inhibition	MT stabilizer	MT stabilizer Hoechst-high %	MT stabilizer cytotoxicity %	Dynein transport	Dynein transport cytoplasmic EGFP	Dynein transport nuclear GR-EGFP	Dynein transport cell count	Yfh1-off respiration	Autophagy mod	Autophagy mod cell loss 18 h	P. falciparum M1AAP
C=C(C)Cn1c(=O)c(NC(=O)c2ccccc2)c2n(c1=S)CCC2	-2.0%	-0.54	977	-47	663	0%	1.2	0.9	4.2	-0.48	0.78	0.14	0.026	i	i	6	10%
CCOc1cc(C(=O)OCC(=O)Nc2cc(C)on2)ccc1OCC(C)C	0.9%	.	.	16	618	-4%	1.1	1.9	11	-0.34	-0.34	-0.19	0.41	i	i	-9	0%
CCN(CC)C(=O)c1sc(NC(=O)c2cccnc2)c(C(=O)OC)c1C	1.8%	0.06	1230	12	613	12%	2.8	3.2	5.1	-0.14	-0.31	-0.2	0.36	i	i	1	6%
O=C(/C=C/c1ccccc1Cl)c1ccc(O)cc1	.	-0.02	1354	8	866	-4%	.	.	.	-1.1	-0.14	-0.56	0.23	i	.	.	9%
S=C(Nc1ccccc1)N1CCN(c2ccccn2)CC1	-1.9%	-0.12	1474	1	711	6%	0.8	1.6	2.1	0.18	-0.22	0.04	0.089	i	i	21	3%
Cc1cccc(-c2nc(CS(=O)CC(=O)NCc3cccs3)c(C)o2)c1 (centres undefined)	-0.9%	-0.65	824	.	.	-1%	2.7	2.3	3.7	0.79	0.011	0.56	-1.1	i	i	20	-1%
CCOc1ccc(-c2cc(CCCC(=O)N3CCN(c4ccc(OC)cc4)CC3)no2)cc1	.	.	.	0	627	8%	6.8	1.7	8.8	-1.3	-0.14	-0.47	0.26	i	.	.	12%
CCN(CC)C(=O)CSc1nc(N)c2c3c(sc2n1)CC(C)CC3 (centres undefined)	-3.2%	.	.	-7	749	27%	0.8	1.6	6.0	1.1	-0.077	1	-0.7	i	i	4	2%
CCn1c2ccccc2c2cc(NC(=O)c3cccc(OC)c3OC)ccc21	4.1%	-1.3	1241	-5	719	-2%	4.6	5.1	0.2	-0.4	-0.23	-0.35	0.2	i	i	8	-3%
COc1ccc(C(=O)Nc2cc(OC)nc(OC)n2)cc1	-5.1%	.	.	-16	739	10%	3.3	1.8	6.0	1.1	-0.21	0.32	-1	i	i	0	3%
Nc1nc(C2CC(=O)OC23CCCCC3)cs1 (centres undefined)	-1.8%	0.36	1275	0	729	-1%	3.7	1.8	4.3	0.24	-0.19	0.15	-0.13	i	i	-5	3%
COc1ccc(N2CCN(C(=O)CNS(=O)(=O)c3ccc(C)c(C)c3)CC2)cc1	0.6%	.	.	-12	670	-2%	3.7	3.8	8.4	-0.54	0.14	-0.63	0.6	i	i	-10	6%
COc1ccc(N(CCCN2C(=O)c3cccc4cccc(c34)C2=O)C(=O)c2ccncc2)cc1	0.9%	-0.72	1411	0	704	9%	2.3	2.5	14	0.18	-0.17	-0.022	0.3	i	i	-5	15%
CCC12CC3CC(C1)CC(C(=O)NNC(N)=O)(C3)C2	.	-0.14	1129	-17	573	-9%	.	.	.	-0.14	-0.28	-0.15	0.49	i	.	.	8%
CCn1nnc2sc3c(c2c1=O)CCC(C)C3 (centres undefined)	-1.6%	3.6*	1402*	.	.	-11%	8.0	2.8	12	2	-0.12	0.52	-1	i	i	2	6%
c1ccc2c3c(cc(N4CCOCC4)c2c1)OC1(N2CCOCC2)CCCCC1O3 (centres undefined)	-1.5%	.	.	.	.	-31%	4.8	2.0	5.5	-0.42	-0.21	0.034	0.18	i	i	5	10%
CC1(C)C(=O)Nc2ccccc2N1C(=O)COC(=O)Cn1cnc2ccccc2c1=O	-1.4%	.	.	0	712	5%	4.5	0.3	51	-1.1	-0.28	-0.37	0.41	i	i	-7	7%
Cc1cc(N=Cc2c(O)n(-c3ccc(C)c(C)c3)c(=O)c3ccccc23)no1	-3.3%	-2.9	638	-3	391	-34%	2.9	3.1	7.5	-1.2	-0.32	-0.83	2.4	i	i	-4	11%
CC(=O)Nc1ccc(S(=O)(=O)N(C)c2ccc(OCC(=O)OCC(=O)Nc3ccc(OC(F)F)cc3)cc2)cc1	.	0.51	856	0	680	.	.	.	.	0.14	0.24	-0.021	-0.98	i	.	.	.
Cc1ccc(-n2nc(CC#N)c(C#N)c2N)cc1Cl	-1.7%	-0.08	1470	-12	615	-2%	5.5	1.0	3.9	0.081	0.13	0.23	-0.91	i	i	5	6%
CCN(CC)C(=O)CSc1nnc(CNc2ccc(F)cc2)n1-c1ccccc1	-1.0%	.	.	-26	689	21%	3.0	2.8	7.5	0.46	-0.28	0.34	0.84	i	i	-3	0%
O=c1[nH]cnc2c1sc1nc(-c3ccccc3)c3c(c12)CCCC3	2.4%	.	.	-2	664	-4%	5.7	2.3	8.7	0.14	-0.26	0.16	0.19	i	i	-37	-1%
COc1cccc(NC(=O)C(Cc2ccccc2)NC(=O)C2CCC(C)CC2)c1 (centres undefined)	-1.7%	0.37	1482	-11	602	-22%	4.8	2.7	1.0	-0.6	-0.093	0.27	0.29	i	i	10	2%
CCOc1ccc(CNC23CN4CN(CN(C4)C2)C3)cc1	-1.2%	-0.2	1222	.	.	6%	4.6	2.4	8.2	-0.29	-0.15	0.26	-0.17	i	i	6	-4%
O=C(Nc1cccnc1)c1cc(F)cc(F)c1	-1.9%	-0.27	961	19	723	-7%	3.5	2.5	4.7	0.011	-0.28	-0.0069	0.38	i	i	1	0%
Further results:
SMILES	ER stress rescue	Ins promoter up	Ins promoter up cell count	Hep lipid drop	Hep lipid drop cells 6.5 µM	M17LAP inhibition	MT stabilizer	MT stabilizer Hoechst-high %	MT stabilizer cytotoxicity %	Dynein transport	Dynein transport cytoplasmic EGFP	Dynein transport nuclear GR-EGFP	Dynein transport cell count	Yfh1-off respiration	Autophagy mod	Autophagy mod cell loss 18 h	P. falciparum M1AAP
COc1ccccc1C1CCN(c2cc(O)ccc2[N+](=O)[O-])CC1	.	-0.15	1449	1	727	-7%	.	.	.	0.046	-0.087	-0.056	-0.96	i	.	.	11%
Cc1nn(C(C)C(=O)NNC(=S)Nc2ccc(Cl)cc2)c(C)c1[N+](=O)[O-] (centres undefined)	-1.0%	0	1023	13	795	-2%	1.8	0.6	6.2	-0.38	-0.16	0.17	0.87	i	i	5	-23%
Cc1ccc(CN(C)C(=O)c2ccccc2Oc2ccccc2)o1	3.6%	-0.28	1002	.	.	-11%	1.1	1.8	0.5	-2.6	-0.052	-0.98	0.22	i	i	0	0%
O=C(CCNC(=O)c1ccccc1)OCC(=O)c1ccccc1	0.1%	0.38	1589	6	668	1%	4.8	1.9	3.6	1.2	-0.26	0.61	-1.8	i	i	-2	1%
C=CCSC1=N/C(=C\c2cc(OCC)c(OC(C)=O)c([N+](=O)[O-])c2)C(=O)S1	-2.3%	0.27	1421	-4	497	22%	1.2	3.7	11	0.68	-0.18	0.45	-0.93	i	i	-9	11%
O=C(NNC(=O)c1ccccc1Cl)c1cccs1	0.2%	0.72	1147	2	745	16%	3.0	1.8	6.3	-0.89	-0.12	-0.65	0.65	i	i	-14	8%
CCC(C)c1ccc(OCc2ccc(C(=O)OC)o2)cc1 (centres undefined)	.	-0.26	1154	14	737	-3%	.	.	.	-0.076	-0.28	-0.14	0.31	i	.	.	1%
Cc1cc(S(=O)(=O)NCc2ccccc2)ccc1OCC(=O)N1CCOCC1	-1.8%	-0.15	1437	40	727	-3%	1.8	2.4	10	0.88	-0.3	0.72	-0.29	i	i	13	3%
COc1ccc(C2NC(=S)NC(C)=C2C(=O)N2CCOCC2)cc1 (centres undefined)	-7.5%	0.84	1430	28	685	-5%	2.1	2.0	1.7	2.5	-0.36	0.29	-0.43	i	i	11	1%
CCC(c1nnc(SCC(=O)NCCc2ccc(Cl)cc2Cl)o1)N(C)C (centres undefined)	-2.2%	-0.15	1099	.	.	19%	2.1	2.4	6.2	0.52	-0.2	0.33	-0.33	i	i	-1	7%
O=c1cc(NS(=O)(=O)c2ccccc2)nc(SCc2ccccc2Cl)[nH]1	-1.5%	0.27	1465	-2	653	14%	3.4	3.0	9.8	1.4	-0.21	0.87	-1.9	i	i	-7	4%
O=C(CN1C(=O)C2CC=CCC2C1=O)NC1CCCCC1 (centres undefined)	0.6%	-0.39	1561	0	689	11%	5.5	3.5	5.4	-0.014	-0.085	0.62	-0.24	i	i	11	13%
CCCCN(C)CCCNC(=O)/C=C1\Sc2ccccc2NC1=O	1.8%	-0.34	1178	-5	682	7%	3.2	2.6	4.1	-0.33	-0.24	-0.13	0.57	.	i	-5	7%
Cc1ccc(N2C(=O)c3ccccc3C2Nc2ccc(S(=O)(=O)N3CCOCC3)cc2)nc1 (centres undefined)	0.0%	0.51	924	.	.	1%	2.5	3.3	8.8	-0.41	-0.32	-0.074	0.71	i	i	-10	5%

Limited to MT stabilizer Hoechst-high %, for 3 of the compounds above:
structure | MT stabilizer Hoechst-high %
C=C(C)Cn1c(=O)c(NC(=O)c2ccccc2)c2n(c1=S)CCC2 | 0.9
CCOc1cc(C(=O)OCC(=O)Nc2cc(C)on2)ccc1OCC(C)C | 1.9
CCN(CC)C(=O)c1sc(NC(=O)c2cccnc2)c(C(=O)OC)c1C | 3.2
